CHT allo act = allosteric activators of human choline transporter CHT. CHT-expressing cells, membrane potential dye, choline EC20; hits give high values; LV-AA mutant CHT in HEK293 cells. AID 488977. 310,000 compounds, 0.49% hits. Q9GZV3. B-score at 10 µM;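 active = initial fluorescence not abnormally high and integrated response B-score, plate-corrected, over 3 SD above library mean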
Target sequence (Q9GZV3 whole entry, looked up): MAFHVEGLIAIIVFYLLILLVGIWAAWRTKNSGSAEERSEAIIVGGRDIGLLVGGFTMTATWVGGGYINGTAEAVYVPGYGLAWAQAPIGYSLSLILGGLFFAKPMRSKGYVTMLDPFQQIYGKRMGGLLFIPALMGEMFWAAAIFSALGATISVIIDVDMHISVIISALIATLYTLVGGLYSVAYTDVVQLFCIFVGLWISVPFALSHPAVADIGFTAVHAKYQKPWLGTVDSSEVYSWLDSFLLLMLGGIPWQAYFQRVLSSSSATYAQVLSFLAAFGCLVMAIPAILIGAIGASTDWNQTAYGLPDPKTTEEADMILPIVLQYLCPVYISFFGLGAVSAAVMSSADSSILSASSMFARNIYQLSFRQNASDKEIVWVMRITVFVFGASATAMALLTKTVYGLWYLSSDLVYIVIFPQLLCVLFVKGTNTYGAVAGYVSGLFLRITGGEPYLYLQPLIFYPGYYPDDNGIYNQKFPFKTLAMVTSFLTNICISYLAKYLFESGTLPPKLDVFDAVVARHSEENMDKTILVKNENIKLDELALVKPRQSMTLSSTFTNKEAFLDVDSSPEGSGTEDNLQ
STK33 inh = inhibitors of human STK33 kinase. Q9BYT3. purified STK33, MBP phosphorylation, ADP-Glo luminescence. AID 2661. inhibition, % at 10 µM. 320,000 compounds, 0.073% hits;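 active = inhibition at or above 25%, using the most active replicate where run in duplicate; inactive = inhibition below 25%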
Target sequence (Q9BYT3 whole entry, looked up): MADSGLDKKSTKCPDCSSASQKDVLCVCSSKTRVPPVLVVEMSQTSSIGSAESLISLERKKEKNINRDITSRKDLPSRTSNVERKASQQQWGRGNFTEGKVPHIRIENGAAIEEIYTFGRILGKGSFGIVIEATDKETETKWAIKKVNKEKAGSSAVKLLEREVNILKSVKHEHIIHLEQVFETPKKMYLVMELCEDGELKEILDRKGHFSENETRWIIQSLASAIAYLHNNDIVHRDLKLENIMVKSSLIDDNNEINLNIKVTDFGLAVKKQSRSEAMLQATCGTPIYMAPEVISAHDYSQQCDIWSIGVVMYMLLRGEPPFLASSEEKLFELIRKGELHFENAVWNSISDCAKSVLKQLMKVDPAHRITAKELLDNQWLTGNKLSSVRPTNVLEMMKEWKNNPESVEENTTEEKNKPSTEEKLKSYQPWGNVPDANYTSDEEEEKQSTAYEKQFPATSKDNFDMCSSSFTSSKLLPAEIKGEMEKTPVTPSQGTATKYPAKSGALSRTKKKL
CHT inh = human CHT choline transport inhibition. Q9GZV3. CHT-expressing cells, membrane potential dye, choline response; hits give low values. B-score at 10 µM. 310,000 compounds, 0.86% hits;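 active = B-score over 3 SD under the library average, and starting fluorescence ratio not unusually high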;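 note: choline stimulus applied at its EC90 after an EC20 pre-addition; B-score computed on integrated fluorescence ratio after choline addition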
* marks the source's active call; other numbers are inactive results; i = inactive; . = not tested or not shown.

structure	CHT allo act	STK33 inh	CHT inh
COc1ccc(OC)c2c1cc(C(=O)N[C@@H](C)C(=O)N[C@@H](C(=O)O)c1ccccc1)n2C	i	-0.7	i
CN(CCC#N)C(=O)COc1ccc(Br)cc1Cl	i	-0.9	i
O=C(CN(C(=O)CCC(=O)Nc1nccs1)c1cccc(F)c1)NCc1ccc(F)cc1	i	-0.1	i
CC(=O)OCCNc1cc(Sc2nc3ccccc3[nH]2)c2nonc2c1[N+](=O)[O-]	i	2.0	i
CCOc1ccc2c(c1)ncn2Cc1ccccc1	i	-0.3	i
CCC(=O)Nc1sc(C(=O)Nc2ccccc2)c(C)c1C(=O)OC	i	-1.8	i
Nc1cc(=O)[nH]c(SCc2ccc(Cl)cc2Cl)n1	i	-0.5	i
O=C(O)Cn1cc(/C=C2\SC(=O)N(c3ccccc3)C2=O)c2ccccc21	i	-0.7	i
CCOc1ccc(CN(C)C(=O)CNC(=O)C2CCCCC2)cc1	i	-0.2	i
COC(=O)C(C)n1cnc2c(nnn2-c2cccc(OC)c2)c1=O (stereo not given)	i	0.3	i

Next part:
structure	CHT allo act	STK33 inh	CHT inh
COc1cc(C(=O)NCC(c2ccco2)N2CCc3ccccc32)cc(OC)c1OC (stereo not given)	i	-0.4	i
Cc1nnc2nc(-c3ccccc3)nc(-c3ccccc3)n12	i	-0.2	i
CCN(CC)CCSc1nc2ccccc2c(=S)n1-c1ccccc1	6.61*	-0.4	i
CCOCCCNC(=O)C(c1ccc(OC)cc1)N(Cc1cccs1)C(=O)c1ccccc1O (stereo not given)	i	-2.2	i
O=C(Cn1cnc2cc(Cl)ccc2c1=O)Nc1ccc2c(c1)OCO2	i	-1.2	i
Cc1cc(Cl)ccc1OCC(=O)Nc1ccccc1C(=O)N1CCOCC1	i	-2.7	i
CCOc1ccc(Cl)cc1/C=N/NC(=O)CNC(=O)c1ccccc1	i	-0.6	i
O=C1NC(=S)N/C1=C\c1ccc(N2CCOCC2)cc1	i	0.2	i
CCN(c1ccccc1)S(=O)(=O)c1ccc(Cl)c(NC(=O)CSc2nnc(C)s2)c1	i	-1.6	i
COc1cccc(-c2noc(-c3cccs3)n2)c1	i	-1.6	i

Later entries.
structure	CHT allo act	STK33 inh	CHT inh
CS(=O)(=O)Nc1ccc2c(c1)C(=O)OC2	i	-1.0	i
Cc1cc(C)nc(NC(=O)c2ccc(C)o2)n1	i	-1.3	i
CCc1cccc(CC)c1NC(=S)NCc1ccc2c(c1)OCO2	i	-0.4	i
Cc1ccc(CC(CC(=O)O)C(=O)NCC23CC4CC(CC(C4)C2)C3)cc1 (stereo not given)	i	-0.8	i
COCCn1c(SCC(=O)Nc2cc(C)cc(C)c2)nc2ccccc2c1=O	i	-0.9	i
O=C(Nc1cccc(Cl)c1N1CCOCC1)c1ccco1	i	2.6	i
COc1ccccc1CN1CCNC(=O)C1CC(=O)NCCOc1cccnc1 (stereo not given)	i	-0.8	i
c1ccc(-c2nc(N3CCCCC3)nc3ccccc23)cc1	i	-0.4	i
COc1ccccc1-n1cnnc1SCC(=O)NC1CCS(=O)(=O)C1 (stereo not given)	i	1.3	i
COCc1cc(=O)[nH]c(-c2ccccc2)n1	i	-0.7	i

Next records follow:
structure	CHT allo act	STK33 inh	CHT inh
Cc1ccccc1C(=O)NC(=S)Nc1ccc(S(=O)(=O)N2CCN(C)CC2)cc1	i	-1.1	i
Cn1c(=O)c2c(nc(N3CCOCC3)n2CCSc2ncccn2)n(C)c1=O	8.62*	-0.2	i
Cc1c(NC(=O)CSc2nccn2C)c(=O)n(-c2ccccc2)n1C	i	0.4	i
COc1cccc(/C=N\NC(=O)C2C(=O)NCC2c2ccccc2)c1O (stereo not given)	i	-1.5	i
COCCCn1c(SCC(N)=O)nnc1-c1ccccc1	i	-0.1	i
Cc1cc(C)n2nc(C(=O)Nc3ccc(S(=O)(=O)N4CCCC4)cc3)nc2n1	i	-0.7	i
O=C1c2oc3ccccc3c(=O)c2C(c2cccc(O)c2)N1c1ccccn1 (stereo not given)	i	-0.4	i
Cc1ccc(C(=O)N/C(=C\c2cn(S(=O)(=O)N(C)C)c3ccccc23)C(=O)N2CCCC2)cc1	i	0.8	i
COc1ccc(S(=O)(=O)N2CCCCCC2)cc1C(=O)N(C)CCOc1ccccc1	6.48*	-1.8	i
O=[N+]([O-])c1cccc(/C=N/NC2=NS(=O)(=O)c3ccccc32)c1	i	-0.4	i

Other results follow:
structure	CHT allo act	STK33 inh	CHT inh
CCCC(=O)N=C1SC2CS(=O)(=O)CC2N1c1ccc(-c2nc3ccc(C)cc3s2)cc1 (stereo not given)	i	-2.4	i
COc1ccc(C(=O)NCC(C)C)c(OC)c1	i	0.4	i
CCN(CC)c1ccc(NC(=O)c2ccc3c(c2)OCO3)cc1	i	-0.3	i
COc1cc(CC(=O)Nc2ccc(S(=O)(=O)NC3=NCCCCC3)cc2)cc(OC)c1OC	i	-2.3	i
O=C(CN1CCN(S(=O)(=O)c2ccc(Cl)s2)CC1)NCc1ccc(Cl)cc1	i	0.8	i
COC(=O)/C=C1\S/C(=N/N=C/c2ccccc2)NC1=O	i	.	i
CCOC(=O)N1CCN(C(=O)Nc2ccc(Cl)cc2)CC1	i	1.7	i
CC(C)CN(C(=O)COc1ccc(C(C)(C)C)cc1)C1CCS(=O)(=O)C1 (stereo not given)	i	-0.5	i
CCN(Cc1ccncc1)C(=O)c1ccccc1NS(=O)(=O)c1ccc(Br)cc1	i	1.7	i
Cc1cccc(N2C(=O)CN(Cc3sccc3C)C2=S)c1	i	-0.6	i

Next part.
structure	CHT allo act	STK33 inh	CHT inh
COc1cc(NC(=O)c2ccccc2C)c(OC)cc1NC(=O)CN1CCOCC1	i	2.4	i
O=C(CCN1CCOCC1)NNC(=S)NC(=O)c1ccccc1	i	-0.7	i
CCC(CC)C(=O)Nc1ccc(S(=O)(=O)Nc2nccs2)cc1	i	-0.9	i
N#Cc1c(NC(=O)c2cccnc2)sc2c1CCC2	i	-2.2	i
CCCCCc1cc(=O)[nH]c(=S)[nH]1	i	-1.6	i
O=C(Oc1ccccc1)c1cccc(COC(=O)c2cnccn2)c1	i	-0.9	i
Cc1cccc(NC(=O)CN2C(=O)N/C(=C\c3ccccc3OCc3ccc(C(=O)O)cc3)C2=O)c1	i	0.7	i
COCCn1c(SCC(=O)Nc2ccccc2OC)nc2c(oc3ccccc32)c1=O	i	-3.0	i
Cc1ccc2nc(-c3cccc(Br)c3)cc(C(=O)NC3CC3)c2c1	i	-0.6	i
NC(=O)Nc1ccc(Cl)cc1	i	-1.8	i

Other entries:
structure	CHT allo act	STK33 inh	CHT inh
CCOC(=O)C1CCN(c2cc3c(cc2NC(=O)c2ccc(OC)c(OC)c2)n(C)c(=O)n3C)CC1	i	-0.7	i
O=C(CSc1nnc2ccccn12)N1CCc2ccccc21	i	-0.5	i
Cc1cccc2cc(CN(Cc3ccccc3)C(=O)N(C)C)c(=O)[nH]c12	i	.	i
CCOc1ncccc1C(=O)OCc1cn2cc(Cl)ccc2n1	i	0.0	i
O=c1c2c(ncn2C2CCCC2)n(Cc2ccccc2)c(=O)n1CCOc1ccccc1	i	-0.5	i
CCC1CCCCN1CCCNC(=O)Cn1cnc2sc(C)c(S(=O)(=O)N3CC(C)CC(C)C3)c2c1=O (stereo not given)	i	-3.4	i
O=C(c1ccc(Cl)cc1)c1coc2ccc(O)cc12	i	-0.6	i
CCOc1cc(-c2c(C#N)c(N)nc3c2CCCC3C)ccc1O (stereo not given)	i	1.1	i
CC1C(=O)C(C)C(c2ccc(Br)cc2)NC1c1ccc(Br)cc1 (stereo not given)	i	-2.4	i
CC(C)Sc1nc(NCc2ccco2)c2c3c(sc2n1)COC(C)(C)C3	i	-1.6	i

Remaining list, next part.
structure	CHT allo act	STK33 inh	CHT inh
Cc1ccc2oc(=O)c(/C=C(\O)C(C)(C)C)nc2c1	i	3.3	i
Cc1cc2nc(/N=C(\N)NC(=O)C(C)C)nc(C)c2cc1C	i	-0.7	i
Cc1onc(-c2c(F)cccc2Cl)c1C(=O)OCC(=O)c1c(N)n(C)c(=O)n(C)c1=O	i	-1.0	i
O=C(Nc1ccncc1)c1cc2ccccc2cc1O	i	-0.8	i
Cc1ccc2nc(-c3ccccc3)oc(=O)c2c1	i	-0.6	i
COc1cccc(CNc2ccc(Br)cn2)c1O	i	1.1	i
Cc1ccc(NC(=O)CCCC(=O)O)c(-c2nc3ccccc3[nH]c2=O)c1	i	-0.4	i
CCO[C@@H]1OC(C(=O)NCc2ccccc2)=C[C@H](c2ccc(Br)cc2)[C@H]1CCCO	i	-2.0	i
O=C(NCc1ccc2c(c1)OCO2)c1n[nH]c(=O)c2ccccc12	i	-0.8	i
Cc1cc(C)c2c(NC(=O)C3CC3)nn(C)c2n1	i	0.3	i

Going on with the list:
structure	CHT allo act	STK33 inh	CHT inh
CCOC(=O)c1nc(N)c(=O)n(-c2ccccc2)n1	i	0.2	i
Cc1cccc(N2CCN(C(=O)c3ccc(CNc4c(N5CCC(C)CC5)c(=O)c4=O)cc3)CC2C)c1 (stereo not given)	i	-0.5	-5.42*
Cc1ccccc1C(=O)OC1CCCN(C)C1 (stereo not given)	i	0.1	i
CC1=NN(c2ccccc2)C(=O)/C1=C\N1CC(C)OC(C)C1 (stereo not given)	i	3.2	i
O=C(N/N=C/c1ccc(OCCCF)cc1)c1ccc(C(F)(F)F)cc1	i	-0.5	i
O=C(NNS(=O)(=O)c1ccccc1)c1cnn(-c2ccc(Cl)cc2)c1C(F)(F)F	i	-0.6	i
Cn1c(=O)oc2cc(S(=O)(=O)Nc3ccc(Cl)cc3)ccc21	i	-0.4	i
O=C1CC(c2ccc(F)cc2)Sc2nc(C34CC5CC(CC(C5)C3)C4)nn21 (stereo not given)	i	-2.0	i
CC(=O)N1N=C(c2ccc(C)c([N+](=O)[O-])c2)OC1(C)C	i	-3.5	i
COc1ccc(Cl)cc1NC(=S)NCc1cccs1	i	0.1	i

The list goes on.
structure	CHT allo act	STK33 inh	CHT inh
NC(=O)c1nsc(C(=O)N(c2cccc(F)c2)C(C(=O)NC2CCCC2)c2ccc(O)cc2)c1N (stereo not given)	i	-0.4	i
O=C(CCNS(=O)(=O)c1ccc(Br)s1)NCc1ccccc1Cl	i	-0.7	i
CC(C)Oc1ccc(/C(O)=C2/C(=O)C(=O)N(CCN(C)C)C2c2cccs2)cc1 (stereo not given)	i	-0.3	i
CCCCCOc1ccc(/C=N/NC(=O)c2nnn(-c3nonc3N)c2CN2CCCCCC2)cc1	i	-0.6	i
O=C(NC1CCCC1)C(c1ccco1)N(Cc1ccccc1)C(=O)c1csnn1 (stereo not given)	i	-3.0	i
COc1ccc(C2CC(=O)C(C=NCCN3CCN(C(=S)Nc4ccccc4)CC3)=C(O)C2)cc1OC (stereo not given)	i	-0.3	i
Cc1ccc(-c2ccc(CCC(=O)O)n2CC2CCCO2)cc1 (stereo not given)	i	-1.1	i
CCCCN1C(=O)C(=O)N(CC(=O)NC2CCCc3ccccc32)C1=O (stereo not given)	i	0.4	i
Cc1ccc(CNC(=O)C2CCCN(C(=O)N(C)C)C2)cc1 (stereo not given)	i	0.3	i
COc1cccc2cc(CC(=O)c3ccccc3)c(=O)oc12	i	-1.3	i

4 of the compounds above, with two lines to a compound.
Values run as follows: CHT allo act	STK33 inh	CHT inh
- COc1ccc(C2CC(=O)C(C=NCCN3CCN(C(=S)Nc4ccccc4)CC3)=C(O)C2)cc1OC (stereo not given)
 : i	-0.3	i
- CCCCCOc1ccc(/C=N/NC(=O)c2nnn(-c3nonc3N)c2CN2CCCCCC2)cc1
 : i	-0.6	i
- CCCCN1C(=O)C(=O)N(CC(=O)NC2CCCc3ccccc32)C1=O (stereo not given)
 : i	0.4	i
- NC(=O)c1nsc(C(=O)N(c2cccc(F)c2)C(C(=O)NC2CCCC2)c2ccc(O)cc2)c1N (stereo not given)
 : i	-0.4	i

(next part)
structure	CHT allo act	STK33 inh	CHT inh
COc1ccc(CC(=O)NC2=NCCS2)cc1	i	-1.4	i
COc1ccc(C[C@H]2CN3C(=NC[C@H]3Cc3ccccc3)N2CCNC(=O)c2ccc(C)c(Br)c2)cc1	i	0.3	i
COc1ccccc1-c1noc(CCCC(=O)NC2CCCC2)n1	i	-0.8	i
Fc1ccc(C2Nc3cccc4cccc(c34)N2)cc1	i	0.2	i
CS(=O)(=O)N1CCCC(C(=O)NCCCN2CCC(Cc3ccccc3)CC2)C1 (stereo not given)	i	-0.8	i
Cc1ccc(C(=O)NNc2cc(N3CCCC3)nc(N3CCCC3)n2)cc1	i	-0.9	i
O=C(Cn1c(C(F)(F)F)nc2ccccc21)c1ccc(Br)cc1	i	1.1	i
CCOc1cc(-c2nc(C)c(C(C)=O)n2O)ccc1OCC(=O)Nc1ccccc1	i	-0.6	i
CCOc1ccc(Nc2c3c(nc4ncnn24)CC(C)CC3)cc1 (stereo not given)	i	-0.1	i
Cc1ccc(-n2c(SCC(=O)NCCN3C(=O)CSC3=O)nnc2-c2cccc(C)c2)cc1	i	-1.0	i
Cc1cccc(C)c1OCc1cc(C(=O)N2CCN(Cc3nccn3C)CC2)no1	i	0.8	i
C/C(=N\NC(=O)COc1cc(C)cc(C)c1)c1cccc(NC(=O)C2CCC2)c1	i	0.2	i
Cc1ccc(-c2nc3[nH]c(=O)cc(NC(=O)C(C)C)n3n2)cc1	i	0.5	i

4 compounds already listed, arranged by length of the SMILES, low to high:
structure	CHT allo act	STK33 inh	CHT inh
COc1ccc(CC(=O)NC2=NCCS2)cc1	i	-1.4	i
CCOc1ccc(Nc2c3c(nc4ncnn24)CC(C)CC3)cc1 (stereo not given)	i	-0.1	i
Cc1cccc(C)c1OCc1cc(C(=O)N2CCN(Cc3nccn3C)CC2)no1	i	0.8	i
CCOc1cc(-c2nc(C)c(C(C)=O)n2O)ccc1OCC(=O)Nc1ccccc1	i	-0.6	i

Compound activity from PubChem.
